# L3MBTL1 block: blocks human L3MBTL1; Potency, µM (series often up to 57.1 µM), without a hit: at the top dose activity, negative = inhibition, usual class: inhibitors; 230,000 tested, 0.66% active; AlphaScreen L3MBTL1–H3K9me1 peptide binding; Q9Y468; active = well fitted inhibition curve with a large enough effect; inconclusive = small, poorly fitted or top-dose-only effect; inactive = no such curve, though single readings can be large or run the other way; also: nearly all actives have a fitted effect of over 60% in size
#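 AlphaScreen proximity signal between nickel-chelate acceptor and streptavidin donor beads (final 10 ug/mL) reports binding of 50 nM L3MBTL1 to 75 nM biotin-H3 K9me1 peptide; complex incubated with compounds 30 min at room temperature; cefsulodin titration as control.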
# The depositor's hits bear a star; ? = inconclusive; [ ] = remark or other dose. % is scaled to controls: 0 for no effect and ±100 for the full control effect; potency is read from the fitted curve at half-maximal effect. This is a subset. The share of hits here may be higher or lower than overall.
SMILES,L3MBTL1 block
O=C(NC1CC(=O)N(c2ccc(Cl)cc2)C1)C1CC1 (configuration not stated),13%
O=C(COC(=O)[C@@H]1CC(O)CN1S(=O)(=O)c1ccc(Cl)cc1)NC(=O)NCc1ccccc1 (some centres not stated),1%
CCC1OC(=O)C(C)C(OC2C[C@@](C)(OC)C(O)C(C)O2)C(C)C(O[C@@H]2OC(C)CC(N(C)C)C2O)[C@](C)(O)CC(C)C(=NOCOCCOC)C(C)C(O)[C@]1(C)O (some centres not stated),2%
CCCCN(C(=O)CSc1nn(-c2ccc(F)cc2)c(=S)s1)c1c(N)n(CCCC)c(=O)[nH]c1=O,3%
CCOc1ccc(-n2cnc3sc(C)c(C)c3c2=O)cc1,2%
Cc1cccc(OCC(=O)NNC(=O)c2ccccc2OCc2c(C)noc2C)c1,2%
C[C@@H]1CN([C@H](C)CO)C(=O)c2cccc(NC(=O)Nc3ccc(C(F)(F)F)cc3)c2O[C@H]1CN(C)S(=O)(=O)c1cccs1,-3%
COCCN(C(=O)COC(=O)C12CC3CC(CC(Cl)(C3)C1)C2)c1c(N)n(Cc2ccccc2)c(=O)[nH]c1=O,13%
CC(C)=NOCC(=O)Nn1c(COc2ccccc2)nc2ccccc2c1=O,-5%
CC(C)c1ccc2nc(NC(=O)C3CC3)sc2c1,4%
COc1ccc(CN([C@H](CO)CC(C)C)S(=O)(=O)N(Cc2ccccc2)[C@H](CO)CC(C)C)cc1,-6%
CCCCNc1c(-c2cccc(SC(C)CC)c2)nc2ccc(Cl)cn12 (configuration not stated),-3%
Cc1cc(NC(=O)CSCC(=O)Nc2cc(Cl)ccc2N2CCN(C)CC2)no1,10%
CCCc1cc(=O)[nH]c(SCC(=O)N(C)C2CCCCC2)n1,5%
COc1ccc(NC(=O)c2ccc(NC(=O)c3nc4nccc(C)n4n3)cc2)cc1,1%
CCN1C(=O)[C@@H]2[C@@H](c3ccc(-c4ccc(F)cc4)c(OC)c3)N3CCC[C@@]3(C(=O)OC)[C@@H]2C1=O,-8%
COc1cccc(Cn2cc(-c3cccc(C(F)(F)F)c3)nn2)c1,15%
CCC(=O)c1ccc(OCC(=O)NC2CCCC2)cc1,33%[activator]
O=C(NCc1cccc(C(F)(F)F)c1)N1CCN(C(=O)c2ccccc2)CC1,-1%
CC(=O)c1cccc(NC(=O)CSc2ncc(C(=O)Nc3ccccc3)c(=O)n2C)c1,3%
CCOC(=O)C1CCN(C(=O)CCS(=O)(=O)c2ccc3c(c2)n(C)c(=O)c(=O)n3C)CC1,9%
Cn1cc(S(=O)(=O)N2CCOCC2)cc1C(=O)Nc1cccc(Cl)c1,-1%
COc1ccc(CCNC(=O)C(=O)NCC2OCCN2S(=O)(=O)c2cc(F)ccc2F)cc1OC (configuration not stated),?
O=C1CCC(C(=O)OCC(=O)Nc2cc(Cl)ccc2F)=NN1,8%
O=C(c1ccc(-n2cncn2)c([N+](=O)[O-])c1)N1CCN(S(=O)(=O)c2ccccc2F)CC1,4%
CCCOc1ccc(/C=N/Nc2cc(N3CCOCC3)ncn2)c(O)c1,-4%
Cc1csc2nc(O)c(C(=O)NCc3ccc4c(c3)OCO4)c(=O)n12,?
COc1ccc(NC(=O)c2cccc(NC(=O)c3ccccc3)c2)c(OC)c1,3%
O=C(Cc1ccc(Br)cc1)Nc1ccc2[nH]ncc2c1,0%
CC1CCN(S(=O)(=O)c2ccc(Cl)s2)CC1,67%[activator]
COc1ccccc1C(=O)NC(=O)CSc1nncn1C,10%
Cc1ccc(S(=O)(=O)N2CCN(C(=O)COC(=O)Cc3cccc(C(F)(F)F)c3)CC2)c(C)c1,-5%
O=C(OCC(=O)N1CCc2ccccc2C1)c1c(F)cccc1Cl,-6%
Cc1ccc(-n2ncc3c(=O)n(CC(=O)N(C)C)cnc32)cc1C,-2%
CN(Cc1cccs1)S(=O)(=O)c1ccc(Cl)cc1F,54%[activator]
Cc1ccc2c(c1)N(C(=O)CCC(=O)NCCN1CCOCC1)CC(C)O2 (configuration not stated),-6%
O=C(CNC(=O)c1ccc(Cl)cc1)OCn1nnc2ccccc2c1=O,-2%
Cc1ccc(CNC(=O)COc2cc(O)c3c(c2)OC(C)(C)CC3=O)cc1,3%
Cc1nn(-c2ccccc2)c2nc(C(F)F)cc(C(F)F)c12,63%[activator]
CC1(C)NC(=O)N(CC(=O)N2CCN(S(=O)(=O)c3ccccc3C(F)(F)F)CC2)C1=O,2%
O=C(CCC(=O)Nc1ccccc1Cl)NNC(=O)COc1ccc([N+](=O)[O-])cc1,10%
Cc1cccc(N2CCN(C(=O)c3ccc(NC(=O)CC4SC(N5CCCC5)=NC4=O)cc3)CC2)c1C (configuration not stated),-1%
O=C(c1ccc(F)cc1F)N1CCCC(c2nc(-c3ccc(F)cc3)no2)C1 (configuration not stated),9%
CN(CC1CCN(CCc2cccc(C(F)(F)F)c2)CC1)C(=O)c1ccc(F)cc1F,4%
OCC[C@H]1C[C@H](O)[C@@H](O)[C@@]2(Cc3ccccc3CCO2)O1,2%
O=C(NNS(=O)(=O)c1ccc(F)cc1)c1cccc(O)c1,0%
CC1CCN(C(=O)c2nc[nH]c2C(=O)O[C@H](C)c2ccccc2)CC1,3%
Cc1cc(C)c2nc(NC(=O)CN3C(=O)NC4(CCCC4)C3=O)sc2c1,4%
O=C(CN1CCN(S(=O)(=O)c2ccccc2Cl)CC1)NCC1(N2CCOCC2)CCCCC1,-6%
CCCCC[C@@H]1C=C(C(=O)O)[C@H](c2ccc(Cl)cc2)N1S(=O)(=O)c1ccc(C)cc1,-12%
Cc1ccn2c(=O)c(NC(=O)c3cccs3)c(C)nc2c1,-3%
CN(C/C=C/c1ccccc1[N+](=O)[O-])Cc1ccccc1,-7%[2.29 µM]
CN1CCc2c(sc(NC(=O)CS(=O)(=O)c3ccccc3)c2C(N)=O)C1,-18%
Cc1cc(Cl)c2oc(C(=O)N(C)CCCCN3CCOCC3)c(C)c2c1,-10%
COc1ccc(CC(=O)Oc2ccc(C(C)(C)C)cc2)cc1S(=O)(=O)N1CCOCC1,6%
Cc1ccc(S(=O)(=O)NCCC(=O)OCC(=O)N(Cc2ccccc2)C(C)(C)C)cc1C,0%
O=C(NCCC1CCCCN1S(=O)(=O)c1ccccc1)C(=O)NCc1ccncc1 (configuration not stated),-8%
OC[C@H]1O[C@H](OCCc2ccc(O)cc2)[C@H](O)[C@@H](O)[C@@H]1O,7%
COc1ccc2cc(C3=CC(=O)C[C@H](c4ccc5c(c4)OCO5)C3)ccc2c1,3%
O=C(NCCOc1ccc(Cl)cc1)C1CC(=O)N(c2ccc3c(c2)OCCO3)C1 (configuration not stated),-6%

# A draw from above in order of length of the SMILES, high to low.
SMILES,L3MBTL1 block
OC[C@H]1O[C@H](OCCc2ccc(O)cc2)[C@H](O)[C@@H](O)[C@@H]1O,7%
COc1ccc2cc(C3=CC(=O)C[C@H](c4ccc5c(c4)OCO5)C3)ccc2c1,3%
CN1CCc2c(sc(NC(=O)CS(=O)(=O)c3ccccc3)c2C(N)=O)C1,-18%
Cc1cc(C)c2nc(NC(=O)CN3C(=O)NC4(CCCC4)C3=O)sc2c1,4%
CN(C/C=C/c1ccccc1[N+](=O)[O-])Cc1ccccc1,-7%[2.29 µM]
Cc1ccn2c(=O)c(NC(=O)c3cccs3)c(C)nc2c1,-3%

# (list continues)
SMILES,L3MBTL1 block
Cc1cc(NS(=O)(=O)c2ccc(NC(=O)/C=C/c3ccccc3)cc2)nc(C)n1,0%
CCCCCCCNC(=O)C1(CC2CC(c3ccc(Cl)cc3)=NO2)CCN(C(=O)C2CCCC2)CC1 (configuration not stated),5%
Cc1ccc(C2(c3ccccc3)NC(=O)N(CC(=O)N3CC(=O)Nc4ccccc43)C2=O)cc1C (configuration not stated),-4%
Fc1cccc(CNc2ncnc3ccc(-c4cccc(Cl)c4)cc23)c1,8%
C[C@H]1CN([C@@H](C)CO)C(=O)Cc2cc(NS(=O)(=O)c3ccc(Cl)cc3)ccc2O[C@@H]1CN(C)C(=O)Nc1cccc2ccccc12,0%
CCCC(=O)Nc1ccc2c(c1)Cc1ccccc1-2,4%
CCOC(=O)C1=C(C)N(C[C@@H]2CC[C@@H](Cc3ccc4cc(OC)ccc4c3)O2)C(=O)NC1c1ccccc1 (some centres not stated),-9%
Cc1cc(C)c(CN2CCN(C(=O)Cn3ccc(NC(=O)OCc4ccccc4)nc3=O)CC2)c(C)c1,2%
CC(Oc1ccccc1)C(=O)OCC(=O)Nc1ccc2c(c1)OCO2 (configuration not stated),-2%
Nc1nc2c(c(=O)[nH]1)CN(Cc1ccccc1)CC2,5%
CCOc1ccc(Oc2ccc(S(=O)(=O)N3CCOCC3)cc2NC(=O)CCNC(C)=O)cc1,3%
O=C(NCCN1C(=O)S/C(=C\c2cccnc2)C1=O)c1ccc([N+](=O)[O-])s1,-3%
Cc1cc(C)n2c(SCC(=O)Nc3ccccc3C#N)nnc2n1,?
CC(C)NC(=O)Nc1ccc2c(c1)C(=O)N([C@H](C)CO)C[C@H](C)[C@@H](CN(C)C(=O)Nc1ccc3c(c1)OCO3)O2,-3%
Clc1ccccc1-c1nc(-c2ccc(Br)o2)no1,32%[activator]
CSCCC(NC(=O)COc1ccccc1)C(=O)N1CCN(c2ccccc2)CC1 (configuration not stated),-4%
CCN(C(=O)COC(=O)CCc1ccc(OC)cc1)c1c(N)n(Cc2ccccc2)c(=O)[nH]c1=O,0%
S=c1nc2c(n[nH]1)c1ccccc1n2CCc1ccccc1,-15%
Cc1ccc(NC(=O)Cn2nc(C(=O)O)c3ccccc3c2=O)cc1S(=O)(=O)N1CCCCC1,6%
CCN(C(=O)CCS(=O)(=O)c1cc2c(cc1Cl)NC(=O)CO2)c1ccccc1,9%
CCOC(=O)c1c(C)[nH]c(C)c1C(=O)COC(=O)c1ccc(Cl)nc1,-6%
CC(C)N(Cc1ccccc1)C(=O)COC(=O)C1CCN(S(=O)(=O)c2ccc3c(c2)OCCO3)CC1,-1%
N#CC1(NC(=O)CSc2nnc(C3CC3)n2C2CC2)CCCCC1,5%
CC(=O)Nc1ccc(C2=CC(=O)C[C@H](c3ccc(Cl)cc3)C2)cc1,-5%
CN(C)S(=O)(=O)c1ccc(C(=O)NNC(=O)c2ccccc2-n2cccc2)cc1,-4%
CC1CC1C(=O)N(C)CC(=O)Nc1ccc(Cl)c(C(F)(F)F)c1 (configuration not stated),-1%
O=C(O)CN1C(=O)/C(=C\c2ccccc2OCc2ccc(Cl)cc2Cl)SC1=S,?
Cc1nc(SCC(=O)Nc2cc(S(=O)(=O)N3CCOCC3)ccc2Cl)nc(C)c1C,-2%
COc1cc(Cl)c(C)cc1NC(=O)COC(=O)CCc1nc2ccccc2c(=O)[nH]1,-10%
CCOc1ccc(NC(=O)CN(C)C(=O)Cc2sc(C)nc2-c2ccc(F)cc2)cc1OCC,-6%

# Brought forward from above: five entries, then new ones.
SMILES,L3MBTL1 block
CC1CC1C(=O)N(C)CC(=O)Nc1ccc(Cl)c(C(F)(F)F)c1 (configuration not stated),-1%
O=C(O)CN1C(=O)/C(=C\c2ccccc2OCc2ccc(Cl)cc2Cl)SC1=S,?
Cc1nc(SCC(=O)Nc2cc(S(=O)(=O)N3CCOCC3)ccc2Cl)nc(C)c1C,-2%
COc1cc(Cl)c(C)cc1NC(=O)COC(=O)CCc1nc2ccccc2c(=O)[nH]1,-10%
CCOc1ccc(NC(=O)CN(C)C(=O)Cc2sc(C)nc2-c2ccc(F)cc2)cc1OCC,-6%
COc1cccc(OC)c1C(=O)NCC12CC3CC(C1)CC(CNC(=O)c1c(OC)cccc1OC)(C3)C2,6%
O=C(O)c1cc(S(=O)(=O)N2CCCCC2)ccc1Cl,-5%
CC(=O)NC(C)c1cc(Cl)c2ccccc2c1O (configuration not stated),0%
Cc1ccc(NC(=O)CCSc2nnc(C)o2)cc1,0%
CSc1ncccc1C(=O)OCC(=O)c1ccc[nH]1,-1%
CCN(Cc1ccccc1)S(=O)(=O)CCNC(=O)c1ccccc1,0%
Cc1ccc(NC(=O)COC(=O)c2ccc(-n3cccn3)cc2)cc1C,7%
Nc1ccc2sc(N)nc2c1,3%
Cc1nc(SCC(=O)Nc2cccc(S(=O)(=O)N3CCOCC3)c2)nc(C)c1C,4%
Cc1cccnc1Nc1nc(-c2ccc(F)cc2)cs1,2%
Cc1cc(=O)[nH]c(SCC(=O)N2CCCC2)n1,-1%
CCN(CC(=O)Nc1c(F)cccc1F)C(=O)CCNC(=O)c1ccccc1OC,10%
O=C(Cn1cnc2c(NCc3ccccc3)ncnc21)NCCN1CCOCC1,-8%
CCOC(=O)C1=C(C)NC(C)=C(C(=O)OCC)C1C(=O)OCC(=O)NCCc1ccccc1,-1%
N#Cc1ccccc1S(=O)(=O)N1CCN(C(=O)c2cn(-c3ccccc3)nc2-c2cccnc2)CC1,8%
O=C1N(CCCl)c2ccc(Br)cc2C12OCCO2,8%
CC(=O)NC(c1cccc([N+](=O)[O-])c1)c1ccc2cccnc2c1O (configuration not stated),-86%
COCCn1c(C)cc(/C=C(\C#N)C(=O)OC(C)C(=O)Nc2ccc(NC(C)=O)cc2)c1C (configuration not stated),4%
O=C(CSc1nc(=O)n2ccccc2n1)N1CCN(c2ccccc2)CC1,-1%
O=C(OCc1nnc(-c2ccc([N+](=O)[O-])cc2)o1)C1CCN(C(=O)c2ccc(Cl)cc2)CC1,-15%

# Bioassay records (PubChem BioAssay)
